# Bioassay records from PubChem BioAssay.
# TLR4-MyD88 BLA – inhibitors of human TLR4-MyD88 binding. inhibition, % at 8.4 µM. HeLa CL3-4 TLR4/MyD88 BLA complementation, FRET ratio. O00206+Q99836. 200,000 tested, 0.18% active; in the data active = inhibition above about 25%;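 note: 0% = vehicle and 100% = reference inhibitor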
# Target sequence (O00206 whole entry, looked up): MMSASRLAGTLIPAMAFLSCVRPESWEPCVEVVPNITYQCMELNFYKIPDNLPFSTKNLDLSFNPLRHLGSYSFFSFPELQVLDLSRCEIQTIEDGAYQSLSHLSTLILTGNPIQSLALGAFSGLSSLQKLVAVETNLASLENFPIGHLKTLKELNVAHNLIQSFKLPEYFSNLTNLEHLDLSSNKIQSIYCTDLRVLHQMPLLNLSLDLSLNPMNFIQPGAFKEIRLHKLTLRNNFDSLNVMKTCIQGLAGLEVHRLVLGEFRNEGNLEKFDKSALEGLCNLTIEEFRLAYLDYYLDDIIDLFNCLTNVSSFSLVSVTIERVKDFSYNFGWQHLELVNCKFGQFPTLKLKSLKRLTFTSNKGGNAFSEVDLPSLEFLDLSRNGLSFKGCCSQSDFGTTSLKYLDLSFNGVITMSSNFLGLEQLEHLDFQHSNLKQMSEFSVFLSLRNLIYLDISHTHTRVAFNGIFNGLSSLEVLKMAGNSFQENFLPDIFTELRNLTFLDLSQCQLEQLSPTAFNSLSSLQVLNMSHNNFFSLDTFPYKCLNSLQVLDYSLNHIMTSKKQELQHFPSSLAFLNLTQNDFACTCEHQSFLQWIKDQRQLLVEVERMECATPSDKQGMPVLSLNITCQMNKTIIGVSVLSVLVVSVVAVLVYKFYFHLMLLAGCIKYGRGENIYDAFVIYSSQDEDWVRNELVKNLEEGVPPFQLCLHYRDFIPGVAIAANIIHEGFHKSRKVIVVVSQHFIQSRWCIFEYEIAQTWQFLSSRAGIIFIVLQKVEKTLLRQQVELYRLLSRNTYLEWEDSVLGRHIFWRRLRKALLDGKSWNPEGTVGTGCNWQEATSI
# Target sequence (Q99836 whole entry, looked up): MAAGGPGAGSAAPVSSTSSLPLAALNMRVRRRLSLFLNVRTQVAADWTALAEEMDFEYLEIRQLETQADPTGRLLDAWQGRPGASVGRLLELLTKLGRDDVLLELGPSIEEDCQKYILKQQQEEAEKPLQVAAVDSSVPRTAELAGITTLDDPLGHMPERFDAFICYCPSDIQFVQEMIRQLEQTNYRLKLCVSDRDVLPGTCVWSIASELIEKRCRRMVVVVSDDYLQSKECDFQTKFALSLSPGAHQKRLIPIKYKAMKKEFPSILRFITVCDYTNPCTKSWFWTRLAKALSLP
# Diaph act CS – counter-screen for diaphorase-based assays: diaphorase activators and chemical reducers | AID 1229 | activation factor at 20 µM | Diaphorase/resazurin coupled assay, resorufin fluorescence, 16 min; active compounds read high; 1 = vehicle wells, 0 = NADH-free wells | 190,000 tested, 0.005% active;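 active = diaphorase activity raised at least twofold by the compound at 20 µM; inactive = activation factor below 2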
#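 Assay system: bacterial diaphorase enzyme (C. kluyveri) / Input: enzyme 0.07 U/mL final / Medium: 50 mM HEPES pH 7.4 with 4.542 mM MgCl2, 0.005% Tween 20 / Doses: single compound dose of 20 µM, 1% DMSO final / Incubation: 16 min enzyme reaction, ambient temperature / Signal: fluorescence, excitation 544 nm and emission 590 nm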
# Redox H2O2 prof – compounds producing H2O2 with reducing agent – biochemical, NIH compound library profiling, artefact control for MLSCN library redox annotation, primary screen. DTT-dependent redox cycling H2O2, phenol red/HRP absorbance; 100% = 100 µM peroxide control, 0% = buffer. activation, % at 10 µM. 200,000 tested, 0.03% active;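 active = activation of at least 50% relative to the plate's high and low controls in the primary single-dose screen; inactive = activation below 50%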;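 note: compound incubated with DTT at 0.8 mM final as the reducing agent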
# PMI act – phosphomannose isomerase (human) activation | purified human PMI, coupled resazurin fluorescence, 20 min; active compounds read high; 1 = vehicle control, 0 substrate-free wells | activation factor at 20 µM | 190,000 tested, 0.005% active | AID 1214;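 active = activation factor of 2 or more at 20 µM, relative to plate controls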
# S1P3 antag – antagonists of human S1P3 receptor; CHO S1P3 NFAT-BLA reporter, FRET fluorescence, antagonist mode; inhibition, % at 4.98 µM; 170,000 tested, 0.27% active;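 active = inhibition above the plate cutoff, the mean inhibition of test wells on that plate plus 3 SD, cut at about 28% in these data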;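 note: cells challenged with S1P at its EC80 of 0.8 µM; blue over green emission ratio from cleaved BLA substrate after 4 h stimulation; 0% = S1P-stimulated wells and 100% = unstimulated DMSO-only wells; some compounds past the cut are filed as inactive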
# Hsp70 activator – Hsp70 transcriptional activation, primary screen | 200,000 tested, 0.04% active | AID 1203 | HeLa Hsp70 promoter luciferase reporter, luminescence; scaled: vehicle 0, proteasome-inhibitor control 100% | activation, % at 10 µM;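 active = activation above the mean across all tested compounds plus 3 SD, cutoff set per campaign, cut at about 5.5% in these data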;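 note: 100% = MG132 at 30 µM as the positive control and 0% = DMSO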
# RAM network inh – blocks the yeast RAM network; S. cerevisiae dse1pr::URA3 reporter, 5-FOA growth OD615, 2 d; analog-sensitive cbk1-as2 kinase mutant strain; AID 868; 190,000 tested, 1.8% active; inhibition, % at 50 µM;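 active = inhibition above a set limit, 3 SD over mean compound inhibition, cut at about 8.4% in these data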;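 note: 0% = DMSO-only wells with no growth and 100% = 10 µM 1-NA-PP1 full growth; inhibition rescues growth on 5-FOA so higher OD means more RAM inhibition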
# Diaph inh CS – inhibits diaphorase or chemically oxidizes, flagging diaphorase assay artifacts; diaphorase resazurin-to-resorufin fluorescence, NADH, 16 min; bacterial (C. kluyveri) enzyme, not human; inhibition, % at 20 µM; 190,000 tested, 0.69% active; AID 1217;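 active = primary screen inhibition at 20 µM above a set limit, cut at about 50% in these data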;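 note: plate controls were DMSO with full reaction for no effect and wells lacking NADH for full effect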
#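 Assay system: diaphorase enzyme from Clostridium kluyveri; Input: enzyme working solution with 0.14 U/mL diaphorase; Timing: 16 min at room temperature; Technique: resorufin fluorescence, excitation 544 nm, emission 590 nm; Benchmarks: positive control minus NADH, DMSO neutral control.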
# Lmaj promast – reduces viability of Leishmania major promastigotes; AID 1063; resazurin fluorescence viability; 200,000 tested, 9% active; inhibition, % at 10 µM;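 note: promastigotes grown with compound for 44 hours at 28 °C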
# PMI act hi M6P – PMI (human) activation, high substrate | P34949 | coupled PMI enzyme assay, resazurin fluorescence, 20 min; active compounds read high; 1 = untreated enzyme, 0 = substrate-free blank | activation factor at 20 µM | 190,000 tested, 0.34% active;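 active = activation factor of 2 or more at 20 µM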
#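 Material: human phosphomannose isomerase with PGI, G6PDH, diaphorase coupling enzymes. Quantity: 15 ng/mL PMI. Medium: HEPES pH 7.4 buffer with MgCl2 and Tween-20. Reagent: Near-saturating mannose-6-phosphate, 1.0 mM. Compound: 20 µM single dose. Times: enzyme reaction with compound 20 min at room temperature. Detection: resorufin fluorescence at Ex 544/Em 590 nm.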
# G6PDH counter – inhibits Leuconostoc G6PDH, flagging false hits in G6PDH-based assays; Purified L. mesenteroides G6PDH, diaphorase/resazurin coupled fluorescence, 45 min; 200,000 tested, 0.12% active; inhibition, % at 5 µM
# Active calls of the source: *; · = no result given. Cut-off read from the data, not from the text of the source, unless noted: active = inhibition above about 50%; inactive = the rest.
# Assay codes: A = TLR4-MyD88 BLA; B = Diaph act CS; C = Redox H2O2 prof; D = PMI act; E = S1P3 antag; F = Hsp70 activator; G = RAM network inh; H = Diaph inh CS; I = Lmaj promast; J = PMI act hi M6P; K = G6PDH counter
1) Cc1ccc(CSCCNC(=O)/C=C/c2ccccc2Cl)cc1
  A: -1; B: 0.9; C: -7.2; D: 0.9; E: ·; F: -0.3; G: 3.6; H: 8; I: -4; J: 1; K: 2
2) CCOC(=O)C1=C(C)NC(=O)CC1c1ccccc1OC (stereo not drawn)
  A: -15; B: 1; C: -0.8; D: 1; E: 8; F: -0.2; G: 0.2; H: 2; I: -3; J: 1; K: 3
3) C/C(=N\NC(=O)COc1ccc(C)cc1Br)c1cc([N+](=O)[O-])cs1
  A: 0; B: 0.9; C: -0.9; D: 0.8; E: 11; F: -0.3; G: 1.6; H: 9; I: 59*; J: 0.9; K: 16
4) O=C(CCS(=O)(=O)Cc1ccccc1F)NCc1ccccc1Cl
  A: -9; B: 0.9; C: -0.8; D: 0.9; E: -18; F: 0.1; G: 1.8; H: 8; I: -6; J: 1; K: 0
5) Cn1c(NCCCO)nc2c1c(=O)n(Cc1ccccc1F)c(=O)n2C
  A: -4; B: 0.9; C: 0.4; D: 0.9; E: ·; F: 0.0; G: -0.9; H: 14; I: -4; J: 0.9; K: -18
6) COc1ccc(CSc2nc3ccccc3[nH]2)cc1
  A: -2; B: 0.9; C: -5.1; D: 0.9; E: ·; F: 0.0; G: 1.2; H: 11; I: 6; J: 0.9; K: 4
7) Cc1cc2cc(CN(CC3CCCO3)C(=S)Nc3ccccc3)c(=O)[nH]c2cc1C (stereo not drawn)
  A: -5; B: 0.8; C: 0.1; D: 0.8; E: 1; F: -0.2; G: 3.3; H: 24; I: 68*; J: 1; K: 5
8) Cc1cccc(N(Cc2ccc(Cl)cc2)S(C)(=O)=O)c1
  A: 0; B: 0.9; C: -0.3; D: 1; E: -1; F: -0.4; G: 0.6; H: 10; I: 13; J: 1; K: -2
9) CCn1c(SCc2ccc(F)cc2)nnc1-c1nn(-c2ccccc2)ccc1=O
  A: 9; B: 1.1; C: -5.9; D: 1.1; E: ·; F: 0.1; G: 1.4; H: -8; I: 0; J: 1.1; K: 6
10) CCCCCC(=O)N1CCN(CCN=CC2=C(O)CC(c3ccc(OC)cc3)CC2=O)CC1 (stereo not drawn)
  A: 0; B: 1; C: -0.9; D: 1.1; E: 1; F: -0.2; G: 1.2; H: -4; I: -5; J: 1.1; K: -3
11) O=C(O)CCCNC(=O)/C(=C\C=C\c1ccccc1)NC(=O)c1ccccc1Cl
  A: -17; B: ·; C: 0.7; D: ·; E: 0; F: -0.1; G: 2.0; H: ·; I: -7; J: ·; K: 15
12) CN(C(=O)CSc1nc(-c2ccccc2)c(-c2ccccc2)o1)C1CCS(=O)(=O)C1 (stereo not drawn)
  A: 7; B: 0.8; C: -0.1; D: 0.9; E: 4; F: 0.1; G: 1.9; H: 18; I: 1; J: 1; K: 9
13) O=C(CN1CCN(S(=O)(=O)c2ccccc2)CC1)Nc1ccc([N+](=O)[O-])cc1
  A: -9; B: 0.9; C: 0.2; D: 1; E: 9; F: -0.5; G: 2.7; H: 8; I: -5; J: 0.9; K: 8
14) c1ccc(Cn2c(-c3cccs3)nc3nc4ccccc4nc32)cc1
  A: -8; B: 0.9; C: -0.1; D: 1.3; E: -10; F: -0.1; G: 3.8; H: 10; I: 12; J: 1.2; K: 1
15) Cc1nnc(-c2cccc(Br)c2)c2cn(-c3ccc(Br)cc3)nc12
  A: -3; B: 0.7; C: -4.1; D: 1; E: ·; F: 0.3; G: 2.2; H: 26; I: 39; J: 1; K: 11

# New compounds follow
# Assay codes: A = TLR4-MyD88 BLA; B = Diaph act CS; C = Redox H2O2 prof; D = PMI act; E = S1P3 antag; F = Hsp70 activator; G = RAM network inh; H = Diaph inh CS; I = Lmaj promast; J = PMI act hi M6P; K = G6PDH counter
16) N#Cc1c(N)nc2c(c1N)CC(=O)N2c1ccccc1-c1ccccc1
  A: 3; B: 0.9; C: -0.3; D: 1; E: 4; F: -0.2; G: 0.8; H: 15; I: 3; J: 1; K: 5
17) CCOC(=O)c1c(C)[nH]c(C2=NNC(=Nc3cccc(Cl)c3)SC2)c1C
  A: -4; B: 0.8; C: ·; D: 1.1; E: 2; F: -0.2; G: 2.8; H: 17; I: 39; J: 1; K: 4
18) CN(Cc1ccccc1)Cc1nc2c([nH]1)c(=O)n(C)c(=O)n2C
  A: 12; B: 0.9; C: 0.2; D: 1.1; E: ·; F: -0.1; G: 0.9; H: 7; I: -1; J: 1; K: 4
19) S=c1[nH]nc(-c2ccc(Cl)cc2)n1CCCN1CCOCC1
  A: -14; B: 0.9; C: -0.8; D: 1; E: 3; F: -0.2; G: 1.0; H: 14; I: -5; J: 1; K: 6
20) O=C(Nc1ccc(N2CCCC2)cc1)c1ccc([N+](=O)[O-])cc1Cl
  A: 6; B: 1; C: 0.6; D: 1; E: 11; F: -0.2; G: 4.6; H: 1; I: -5; J: 1; K: 12
21) COc1ccc(OC)c(NC(=O)C2CC(=O)N(CCc3ccccc3)C2)c1 (stereo not drawn)
  A: -11; B: 0.8; C: -0.3; D: 1; E: -8; F: -0.1; G: 0.6; H: 20; I: -6; J: 0.9; K: 3
22) N#CCCSCc1ccc2oc(C(=O)O)cc2c1
  A: -3; B: 0.8; C: -0.6; D: 0.9; E: -18; F: -0.2; G: 1.2; H: 18; I: -5; J: 1; K: 11
23) O=C(/C=C/c1ccccc1[N+](=O)[O-])NCCN1C(=O)S/C(=C\c2ccc(F)cc2)C1=O
  A: -3; B: 1.2; C: 0.6; D: 1.1; E: -10; F: 0.2; G: 2.9; H: -18; I: -5; J: 1; K: 8
24) CCCc1[nH]nc2c1C1(C(=O)N(C(C)C)c3ccccc31)C(C#N)=C(N)O2 (stereo not drawn)
  A: -2; B: 0.8; C: 1.5; D: 0.9; E: -30; F: -0.3; G: 0.9; H: 15; I: 1; J: 0.9; K: 0
25) CC(=O)c1ccc(N2CCN(C(=O)C3CCN(S(=O)(=O)Cc4ccccc4)CC3)CC2)cc1
  A: -1; B: 1; C: 2.5; D: 0.9; E: -28; F: -0.1; G: 3.9; H: 3; I: -4; J: 1; K: 4
26) COCCn1c(SCc2nnc(-c3ccccc3)o2)nc2sc3c(c2c1=O)CCC3
  A: 2; B: 0.7; C: 0.0; D: 0.9; E: -2; F: -0.4; G: 2.7; H: 26; I: -1; J: 0.9; K: 10
27) CCC(=O)c1ccc(N2CCN(C(=O)c3cc([N+](=O)[O-])ccc3F)CC2)c(F)c1
  A: -8; B: 0.9; C: 0.9; D: 1; E: 15; F: -0.1; G: 0.2; H: 11; I: 13; J: 1; K: 6
28) CS(=O)(=O)c1ccc(C(=O)OCC(=O)NC2CCS(=O)(=O)C2)cc1[N+](=O)[O-] (stereo not drawn)
  A: 7; B: 1; C: -0.1; D: 1.1; E: -8; F: -0.4; G: 2.1; H: 4; I: 0; J: 1.1; K: 4
29) CCOC(=O)C(C)Oc1c(C(=O)OC)sc2ncccc12 (stereo not drawn)
  A: 13; B: 1; C: -0.3; D: 1.1; E: -12; F: -0.2; G: -0.3; H: 4; I: -3; J: 1.1; K: 8
30) Cc1ccc(NC(=O)CCCc2nc3ccccc3s2)c(O)c1
  A: -19; B: 1; C: 0.6; D: 0.9; E: -5; F: 0.0; G: 0.0; H: 5; I: 6; J: 0.8; K: 5

# (more compounds)
# Assay codes: A = TLR4-MyD88 BLA; B = Diaph act CS; C = Redox H2O2 prof; D = PMI act; E = S1P3 antag; F = Hsp70 activator; G = RAM network inh; H = Diaph inh CS; I = Lmaj promast; J = PMI act hi M6P; K = G6PDH counter
31) Cc1ccc(CNC(C)(C)CO)cc1
  A: -22; B: 0.9; C: -0.4; D: 1; E: 2; F: 0.0; G: 1.0; H: 9; I: -2; J: 0.9; K: -6
32) O=C1CC(c2ccco2)CC(O)=C1C=Nc1ccccc1-c1ccccc1 (stereo not drawn)
  A: -5; B: 0.7; C: -0.9; D: 0.9; E: 23; F: 0.6; G: 4.1; H: 29; I: -6; J: 0.9; K: 2
33) COc1ccc(CC(=O)Nc2nnc(SCC(=O)NCc3ccco3)s2)cc1OC
  A: 0; B: 0.8; C: 5.3; D: 1; E: -3; F: -0.2; G: 5.6; H: 18; I: -8; J: 1; K: 8
34) O=C(Nc1ccc(NS(=O)(=O)c2ccccc2)cc1)c1cccnc1
  A: -15; B: 0.9; C: -0.2; D: 1; E: -3; F: -0.1; G: 1.4; H: 7; I: -9; J: 1.1; K: 21

# Random draw from the library; about 12% have a hit in one of these screens.
